High-throughput results: PubChem, several laboratories
MazF activator – MazEF (E. coli) toxin RNase activation. P0AE70. FAM/BHQ RNA-DNA oligo cleavage fluorescence, 5 h. 350,000 tested, 0.32% active. activation, % at 20 µM; in the data active means activation above about 50%
Target sequence (P0AE70 whole entry, looked up): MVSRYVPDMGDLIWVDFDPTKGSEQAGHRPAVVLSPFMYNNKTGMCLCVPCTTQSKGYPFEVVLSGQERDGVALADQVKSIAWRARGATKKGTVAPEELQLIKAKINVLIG
CCHF vOTU inh – CCHFV vOTU protease inhibition | 370,000 tested, 0.55% active | inhibition, % at 11.5 µM | AID 651958 | Pep-AMC fluorescence; in the data active means inhibition above about 30%; further: 0% = vehicle wells with enzyme and 100% = no enzyme wells
PriA SSB inh – blocks PriA binding to SSB C-terminal tail | 430,000 tested, 0.6% active | AID 1272365 | AlphaScreen SSBct-PriA binding, biotinylated peptide | inhibition, % at 33 µM; in the data active means inhibition mostly above about 37%, no sharp cut-off; inactive means mostly below about 20%;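 further: plate controls were negative control peptide for no effect and reference peptide for full effect; strong numbers were not always called active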
VHR inh abs – inhibitors of human VHR1 phosphatase (DUSP3) | P51452 | recombinant VHR phosphatase, pNPP absorbance | inhibition, % at 13.3 µM | 290,000 tested, 0.52% active | AID 1654; in the data active means inhibition above about 50%; further: some compounds called inactive have numbers as strong as hits
Target sequence (P51452 whole entry, looked up): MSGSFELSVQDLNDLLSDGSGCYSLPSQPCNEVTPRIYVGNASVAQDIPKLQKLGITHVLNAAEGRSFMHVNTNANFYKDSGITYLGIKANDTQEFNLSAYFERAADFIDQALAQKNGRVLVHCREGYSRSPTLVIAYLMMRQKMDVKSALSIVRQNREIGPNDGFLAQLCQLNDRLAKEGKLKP
Rv3671c protease – inhibits the M. tuberculosis serine protease Rv3671c; inhibition, % at 5.96 µM; 320,000 tested, 0.048% active; in the data active means inhibition above about 38%;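 further: extracellular domain of Rv3671c used as enzyme; 0% = enzyme with DMSO and 100% = no enzyme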
Target sequence (P9WHR9 whole entry, looked up, the tested form may be a part): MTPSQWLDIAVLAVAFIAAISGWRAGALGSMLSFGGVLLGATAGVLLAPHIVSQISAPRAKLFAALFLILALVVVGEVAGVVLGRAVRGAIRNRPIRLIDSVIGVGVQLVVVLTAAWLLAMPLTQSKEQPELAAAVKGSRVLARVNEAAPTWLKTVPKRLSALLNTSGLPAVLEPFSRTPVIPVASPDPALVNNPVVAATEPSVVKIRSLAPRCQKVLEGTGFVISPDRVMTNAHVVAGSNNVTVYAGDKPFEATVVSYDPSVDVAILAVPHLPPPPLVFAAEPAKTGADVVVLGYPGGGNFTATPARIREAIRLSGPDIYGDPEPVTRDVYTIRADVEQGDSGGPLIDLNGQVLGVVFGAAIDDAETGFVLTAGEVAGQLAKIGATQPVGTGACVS
PrPC TRFRET – cell surface PrPC inhibition, primary TR-FRET screen. 370,000 tested, 0.43% active. P04156. TR-FRET read-out. inhibition, % at 13.8 µM; in the data active means inhibition above about 24%; further: 0% = median of the test wells and 100% = reference compound wells
TcdB GH inh – blocks C. difficile toxin B glycohydrolase activity. P18177. TcdB glycohydrolase enzymatic assay, plate reader. inhibition, % at 9.99 µM. 350,000 tested, 0.24% active. AID 652162; in the data active means inhibition above about 10%
Y pestis TopoI – Y. pestis Topo-I inhibition via cleavage products. Y. pestis Topo-I cleavage product accumulation, plate reader. 360,000 tested, 0.064% active. activity, % at 10 µM; in the data active means activity above about 50%, passing the limit was not always enough; further: inactives centre near 2
Vc quorum ag – quorum light induction in luxS cqsA deficient V. cholerae. V. cholerae BH1578 lux reporter, luminescence, 6 h. activation, % at 18.7 µM. 350,000 tested, 0.16% active; in the data active means activation mostly above about 9.7%, no sharp cut-off; further: not every result past the cut was called active; inactives centre near 0; reference of the scale not given here
3CLpro inhibitor – SARS-CoV 3CLpro protease inhibition; P0C6X7; recombinant SARS-CoV 3CLpro, quenched FRET peptide cleavage; 290,000 tested, 0.14% active; inhibition, % at 6 µM; in the data active means inhibition above about 12%
Active calls of the source: *; i = inactive; x = not tested or not shown; & = joins results of further samples. An excerpt. The share of hits here may be higher or lower than overall.

Results follow in this order: MazF activator	CCHF vOTU inh	PriA SSB inh	VHR inh abs	Rv3671c protease	PrPC TRFRET	TcdB GH inh	Y pestis TopoI	Vc quorum ag	3CLpro inhibitor
- CCOC(=O)c1c(NC(=O)CSc2nnc(CNc3ccc(F)cc3)o2)sc(C)c1C
    -3.7	0.7	6.2	21.9	-8.9	-4.0	x	33.5	2.9	3.9
- Cc1cc(C)nc(Sc2ncnc(N)c2[N+](=O)[O-])n1
    32.6	11.8	1.3	17.5	-0.9	3.3	2.9	-6.2	i	3.9
- O=C(CN1CCN(c2ncccn2)CC1)Nc1ccccc1C(F)(F)F
    -11.2	-7.5	-6.3	26.9	0.8	-0.8	-3.5	-1.3	-0.5	0.8
- CCCCn1c(O)c(C(C)=Nc2ccc(OCC)cc2)c(=O)[nH]c1=O
    -7.5	5.1	2.1	13.4	-9.2	6.4	x	-5.6	x	-0.5
- Cc1cc(C)c(S(=O)(=O)NCCc2ccccc2)c(C)c1
    -7.5	-0.6	-14.2	4.3	-1.1	14.2	4.4	4.0	-0.8	1.9
- COc1ccc(N2CCN(C(c3cc(OC)ccc3OC)c3nnnn3Cc3ccco3)CC2)cc1 (configuration not stated)
    8.0	12.5	47.4	-8.7	7.2	1.0	x	-9.4	i	5.4
- Cc1ccc(C(=O)N2CCSCC2)cc1
    1.2	0.8	-9.8	15.8	6.3	3.7	2.4	8.6	-0.2	9.4
- CCOc1ccccc1NC(=O)CN1C(=O)CSC(C)C1=O (configuration not stated)
    -6.4	-11.1	-7.6	15.2	1.5	-3.9	0.9	6.3	i	2.8
- CCCCn1c(CCC(=O)O)nc2cc(S(=O)(=O)N(C)C)ccc21
    1.5	-5.4	-1.4	12.5	-0.4	-2.9	1.4	1.4	1.6	3.4
- CCOC(=O)C1=C(C)NC(=O)NC1
    5.4	9.4	7.5	27.0	-2.6	4.8	x	3.1	0.3	-3.1
- Cc1ccc(C2OCC(C)([N+](=O)[O-])CO2)cc1 (configuration not stated)
    2.9	7.5	-4.1	x	x	7.9	0.0	3.7	i	x
- O=C(NCC1CCCCC1)c1cc(S(=O)(=O)N2CCOCC2)ccc1F
    -7.0	11.6	11.6	x	-2.8	1.8	0.5	-2.7	i	x
- O=C(CC(C(=O)O)c1ccc(F)cc1)c1ccc(Cl)cc1 (configuration not stated)
    2.9	-4.2	-15.0	0.1	-0.8	-8.5	1.7	5.2	-0.5	-1.6
- C=CCOC(=O)C1=C[C@@H](c2ccc(C(F)(F)F)cc2)C[C@@H](OCCCCO)O1
    0.1	-0.8	-3.0	x	0.9	-2.6	x	13.7	i	x
- COc1ccc(CN2C(=O)NC3(CCCCC3)C2=O)cc1F
    -4.7	5.1	-5.8	-1.7	-1.4	3.8	x	-4.7	i	6.3
- N/C(=N\OC(=O)COc1ccc(Cl)cc1Cl)c1ccncc1
    -24.0	-7.6	x	16.5	x	6.4	2.0	15.4	i	-5.1
- O=C(O)C(F)=C(c1ccccc1)c1ccccc1
    -20.7	-7.6	-7.2	x	0.0	3.2	1.3	-1.0	-0.4	x
- CC(C)C[C@H](NC(=O)c1[nH]cnc1C(=O)Nc1ccc(CNC(=O)OC(C)(C)C)cc1)C(=O)OCc1ccccc1
    -3.9	25.5	2.8	3.3	-66.6	5.5	0.0	24.8	0.6	x
- CC(C)Cc1nc2n[nH]c(N)c2c2c1CCCC2
    2.0	-6.4	-5.0	1.6	1.0	2.3	x	-0.1	0.0	4.8
- Cc1nnc(SCC(=O)Nc2nc(C(C)(C)C)cs2)s1
    -0.1	11.2	-0.4	7.6	-3.6	-4.4	x	6.9	-3.5	0.3
- CC/C(=N\NC(=O)c1csc(C)c1C)c1cccs1
    3.4	12.5	x	49.3	-1.3	10.1	x	0.5	-0.8	5.0
- COCCn1c(Cc2ccccc2)nnc1SCC(=O)NC1CCCCC1
    -30.0	0.5	-2.6	11.8	-2.1	0.9	0.5	5.1	i	-1.4
- COCCCN=C(c1ccco1)n1c(=S)nc(-c2ccco2)n(CCCOC)c1=S
    5.9	-8.9	1.3	4.9	-7.0	-5.4	0.5	-3.1	-7.1	0.9
- Cc1ccc(/C(N)=N/OC(=O)c2ccc3c(c2)OCO3)cc1
    5.3	1.9	x	-3.9	-6.5	0.8	-0.1	1.5	1.9	3.8
- Cc1cc(Br)ccc1-n1[nH]c(C)c(C=Nc2cccc3nsnc23)c1=O
    18.1	5.2	-10.6	11.1	-8.3	5.4	0.1	0.7	-0.3	-2.1
- CC(=O)N1CCN(S(=O)(=O)c2ccc(S(=O)(=O)N3CCCC(C)C3)cc2)CC1 (configuration not stated)
    6.4	5.2	-9.9	-34.7	-9.8	-1.7	-0.7	0.2	-4.4	0.2
- Cn1c(=O)[nH]c(=O)c2c1nc(N1CCCCCC1)n2CCCSc1nc2ccccc2o1
    3.7	-14.9	-3.9	13.4	7.4	4.8	x	11.4	-1.7	-0.6
- CCC1(CC)C(=O)N(C)C(=O)NC1=Nc1ccccc1
    -2.0	0.2	-8.5	28.0	1.9	3.4	x	1.2	-0.2	-0.1
- COCc1c(C(=O)Nc2cccc(S(=O)(=O)N3CCCCC3)c2)oc2ccccc12
    -1.6	x	-4.2	x	-58.5	x	0.3	18.5	-7.1	x
- COC(=O)c1cc2ccccc2c([N+](=O)[O-])c1O
    5.0	12.4	-13.4	x	x	-0.8	0.4	-4.8	-2.9	x

Five compounds from above, arranged by molecular weight, high to low.
Results follow in this order: MazF activator	CCHF vOTU inh	PriA SSB inh	VHR inh abs	Rv3671c protease	PrPC TRFRET	TcdB GH inh	Y pestis TopoI	Vc quorum ag	3CLpro inhibitor
- Cn1c(=O)[nH]c(=O)c2c1nc(N1CCCCCC1)n2CCCSc1nc2ccccc2o1
    3.7	-14.9	-3.9	13.4	7.4	4.8	x	11.4	-1.7	-0.6
- COCCCN=C(c1ccco1)n1c(=S)nc(-c2ccco2)n(CCCOC)c1=S
    5.9	-8.9	1.3	4.9	-7.0	-5.4	0.5	-3.1	-7.1	0.9
- Cc1cc(Br)ccc1-n1[nH]c(C)c(C=Nc2cccc3nsnc23)c1=O
    18.1	5.2	-10.6	11.1	-8.3	5.4	0.1	0.7	-0.3	-2.1
- O=C(CN1CCN(c2ncccn2)CC1)Nc1ccccc1C(F)(F)F
    -11.2	-7.5	-6.3	26.9	0.8	-0.8	-3.5	-1.3	-0.5	0.8
- O=C(O)C(F)=C(c1ccccc1)c1ccccc1
    -20.7	-7.6	-7.2	x	0.0	3.2	1.3	-1.0	-0.4	x

Other structures
Results follow in this order: MazF activator	CCHF vOTU inh	PriA SSB inh	VHR inh abs	Rv3671c protease	PrPC TRFRET	TcdB GH inh	Y pestis TopoI	Vc quorum ag	3CLpro inhibitor
- NS(=O)(=O)c1ccc(CNC(=O)c2cc(=O)c3cc(Cl)ccc3o2)cc1
    5.7	-5.7	-6.8	30.3	3.9	-1.7	-6.1	-4.9	i	-3.9
- COc1ccc(CNC(=O)c2cnn3c(C(F)F)cc(C)nc23)cc1
    -0.2	6.5	-28.5	17.8	7.9	-4.3	x	-5.6	i	0.9
- Cc1ccc(-c2ccc(CCC(=O)O)n2-c2ccc(O)cc2)cc1
    -22.2	-15.8	3.3	13.2	-10.1	-6.5	x	-6.9	-25.0	2.5
- O=C(CCCO)N/N=C/c1ccccc1[N+](=O)[O-]
    -0.4	5.9	x	-11.3	-8.0	-13.1	0.2	-6.0	-2.6	-7.9
- Cc1ccsc1CNC1C2CC3CC(C2)CC1C3 (configuration not stated)
    2.0	7.4	-6.3	33.9	7.2	5.6	1.5	7.0	-0.8	4.1
- O=C(CCCN1C(=O)/C(=C/c2ccccc2Cl)SC1=S)NNC(=O)c1ccncc1
    6.5	-6.5	1.1	13.1	-2.1	-3.1	1.9	13.6	0.5	2.4
- CCCCN(C(=O)CSc1nnc(-c2ccc(Cl)cc2)o1)c1c(N)n(CC(C)C)c(=O)[nH]c1=O
    0.2	-3.0	-8.2	x	-1.0	2.8	0.4	12.0	-1.3	x
- C/C(=N\NC(=O)c1ccc(CSc2nncn2C)cc1)c1ccc(C#N)cc1
    4.9	-11.5	x	37.8	-5.3	-2.0	x	2.0	i	-2.9
- COc1ccccc1C1C(C(=O)c2ccc(C)o2)=C(O)C(=O)N1c1cc(C)on1 (configuration not stated)
    -0.3	6.0	-7.4	-1.9	-1.2	-6.5	2.4	3.2	-0.3	-2.5
- COc1ccc(CC(=O)NCC(=O)N/N=C/c2cc(Br)ccc2OC)cc1
    7.1	-9.1	i	12.5	20.6	-1.4	4.8	-1.4	0.2	2.8
- O=C(O)c1ccc(NS(=O)(=O)c2cccc(C(=O)Nc3ccc([N+](=O)[O-])cc3)c2)cc1
    4.0	11.2	-7.1	11.4	4.4	-10.2	-4.3	-2.3	-0.2	3.1
- COc1cccc(C(C(=O)NC(C)(C)C)N(Cc2ccc(F)cc2)C(=O)CCC(=O)Nc2cc(C)on2)c1OC (configuration not stated)
    3.0	7.7	5.0	31.7	-5.5	7.0	-0.6	25.9	i	-1.4
- C(=N\n1cnnc1)/C1CCCCC1
    2.0	-4.9	x	25.9	-8.1	-1.4	0.0	-3.6	x	5.6
- O=C(C[C@@H]1C/C=C\CCC(=O)O[C@H](c2ccccc2)CNC1=O)N[C@H](CO)Cc1ccccc1
    0.5	-4.4	-13.8	x	0.3	-4.3	1.4	3.8	i	x
- COc1ccc(NC(=O)c2cc(-c3cc(F)ccc3OC(C)C)n[nH]2)c(C)c1
    x	15.9	x	x	x	11.3	0.7	-0.9	1.2	x
- O=C(COC(=O)/C=C/c1ccc(OC(F)F)cc1)NC1CCCCC1
    1.1	0.2	1.7	x	3.5	-2.7	-1.3	-7.5	i	x
- COC(=O)c1cc(=O)n(Cc2cccs2)c(=Nc2ccc(F)cc2)s1
    -0.9	-9.2	-5.3	2.9	-26.4	-7.0	1.2	20.8	-0.2	5.3
- CCCC(C)NC(=O)C1CC(=O)N(CCc2ccc(F)cc2)C1 (configuration not stated)
    0.2	-13.2	9.5	1.0	2.2	-2.0	-0.1	-0.9	-0.7	-0.7
- Cc1ccnc(NC(=O)c2ccco2)n1
    -4.8	2.4	-4.9	5.2	12.8	-1.8	1.0	-8.9	-0.2	4.4
- Cc1nc2ccc(S(=O)(=O)NCC(=O)N3CCC(N4CCCCC4)CC3)cc2s1
    13.7	-3.0	-16.2	3.8	-4.7	-9.9	x	-1.3	-5.6	-2.4
- COc1ccc(NC(=O)N2CCN(S(C)(=O)=O)CC2)cc1
    3.0	-8.3	5.3	27.6	-1.2	4.3	0.2	1.2	-0.5	-1.2
- CCCCC1CCC(C(=O)N(CCC(C)C)c2c(N)n(CCCC)c(=O)[nH]c2=O)CC1 (configuration not stated)
    6.2	1.2	x	x	x	-3.4	2.0	7.2	1.3	x
- CCOC(=O)C1=C(CS(=O)(=O)c2ccc(F)cc2)NC(=O)NC1c1ccc(O)c(O)c1 (configuration not stated)
    7.3	6.4	-5.1	45.3	-1.4	-1.1	-0.3	-0.2	-0.2	-3.3
- Cc1c(C(N)=O)sc2ncn(CC(=O)NCCc3ccccc3)c(=O)c12
    3.0	4.7	-4.3	22.0	1.6	1.6	1.3	4.7	-1.7	2.4
- Cc1cccc(C(=O)NCC(=O)OC(C)C(=O)Nc2ccc(Cl)cn2)c1 (configuration not stated)
    -3.3	-3.5	3.1	x	-0.4	2.7	3.2	-4.0	i	x
- CCOc1ccc(NC(=O)COc2ccc3c(c2)OCO3)cc1
    3.3	9.5	6.5	38.4	1.5	2.9	0.9	-5.9	0.0	-2.2
- CSc1ccccc1NC(=O)c1cnc2sc(C)cn2c1=O
    2.3	-6.8	-2.0&-1.2	x	-1.6	2.5	2.2	39.1	0.7	x

Two successive entries already listed:
Results follow in this order: MazF activator	CCHF vOTU inh	PriA SSB inh	VHR inh abs	Rv3671c protease	PrPC TRFRET	TcdB GH inh	Y pestis TopoI	Vc quorum ag	3CLpro inhibitor
- CCOC(=O)c1c(NC(=O)CSc2nnc(CNc3ccc(F)cc3)o2)sc(C)c1C
    -3.7	0.7	6.2	21.9	-8.9	-4.0	x	33.5	2.9	3.9
- Cc1cc(C)nc(Sc2ncnc(N)c2[N+](=O)[O-])n1
    32.6	11.8	1.3	17.5	-0.9	3.3	2.9	-6.2	i	3.9
